Compound activity as filed in PubChem.
Ba/F3 V617F tox: reduce viability of Ba/F3 cells dependent on JAK2V617F. Ba/F3 EpoR-JAK2V617F viability, ATP luminescence. inhibition, % at 5.6 µM. 220,000 compounds, 1.1% hits;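 active = inhibition above the campaign mean plus 3 SD over all tested compounds, cut at about 24% in these data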;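 note: cytokine-independent growth of Ba/F3 cells driven by EpoR plus mutant JAK2; 0% = DMSO-treated cells and 100% = JAK inhibitor I control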
NCF1 inh: inhibitors of human p47phox binding; p47phox/p22phox peptide binding, fluorescence polarization, 2 h; inhibition, % at 24.7 µM; 220,000 compounds, 0.53% hits;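 active = inhibition above about 30%, limit read from the data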;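 note: 0% = p47phox with labelled peptide and 100% = labelled peptide alone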
Target sequence (P14598 whole entry, looked up): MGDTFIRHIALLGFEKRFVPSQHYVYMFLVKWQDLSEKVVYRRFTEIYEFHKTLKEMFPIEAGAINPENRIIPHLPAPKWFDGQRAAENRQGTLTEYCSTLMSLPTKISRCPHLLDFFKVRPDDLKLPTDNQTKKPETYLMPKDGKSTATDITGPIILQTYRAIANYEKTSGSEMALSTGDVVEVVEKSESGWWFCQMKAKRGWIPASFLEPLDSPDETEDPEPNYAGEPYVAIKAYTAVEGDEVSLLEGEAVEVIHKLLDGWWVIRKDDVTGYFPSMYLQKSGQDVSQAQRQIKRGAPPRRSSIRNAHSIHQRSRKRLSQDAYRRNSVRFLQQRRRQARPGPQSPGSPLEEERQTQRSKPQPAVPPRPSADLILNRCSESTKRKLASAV
S1P4 antag: human S1P4 receptor antagonism | O95977 | inhibition, % at 4.98 µM | AID 1510 | S1P4-expressing cells, antagonist mode, reporter read-out | 220,000 compounds, 0.26% hits; in the data active = inhibition above about 29%;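 note: 0% = wells stimulated with agonist and 100% = vehicle wells without agonist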
Target sequence (O95977 whole entry, looked up): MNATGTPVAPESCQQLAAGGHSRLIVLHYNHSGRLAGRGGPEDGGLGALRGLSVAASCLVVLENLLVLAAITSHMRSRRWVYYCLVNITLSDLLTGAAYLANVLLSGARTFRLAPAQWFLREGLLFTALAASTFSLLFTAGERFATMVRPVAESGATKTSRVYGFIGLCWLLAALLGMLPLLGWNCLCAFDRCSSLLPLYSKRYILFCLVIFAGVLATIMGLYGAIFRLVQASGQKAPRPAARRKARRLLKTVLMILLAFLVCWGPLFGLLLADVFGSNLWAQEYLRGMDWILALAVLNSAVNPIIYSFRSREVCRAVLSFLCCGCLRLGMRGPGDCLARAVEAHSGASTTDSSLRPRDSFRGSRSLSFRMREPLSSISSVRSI
NPY-Y2 PAM-ag: potentiators or agonists of human neuropeptide Y receptor Y2; P49146; cells expressing NPY-Y2, potentiator/agonist read-out; activation, % at 3.6 µM; 220,000 compounds, 0.45% hits; AID 1359; in the data active = activation above about 27%;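 note: cells stimulated with NPY near EC25 plus isoproterenol at EC100; 0% = vehicle plus submaximal agonist and 100% = vehicle plus saturating agonist; some results beyond the cut were filed as inactive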
S1P4 agonist: agonists of human S1P4 receptor. 220,000 compounds, 0.35% hits. S1P4-expressing cell line, agonist reporter assay. activation, % at 4.98 µM. O95977; in the data active = activation above about 11%;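 note: 0% = DMSO vehicle and 100% = reference agonist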
NPY-Y1 PAM-ag: potentiates or activates human NPY-Y1 receptor; NPY-Y1 expressing cells, potentiator/agonist activation; P25929; AID 1304; activation, % at 3.6 µM; 220,000 compounds, 0.37% hits; in the data active = activation above about 33%, passing the limit was not always enough;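 note: cells stimulated with NPY at EC10 then isoproterenol at EC100; 0% = low agonist plus stimulus and 100% = saturating agonist plus stimulus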
NPY-Y1 antag: blocks the human neuropeptide Y Y1 receptor; inhibition, % at 3.6 µM; AID 1040; 200,000 compounds, 1% hits; P25929; HEK293-CNG Y1 cells, membrane potential fluorescence; NPY at EC95, then isoproterenol;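 active = inhibition above the campaign mean inhibition of all tested compounds plus 3 SD, cut at about 20% in these data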;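 note: 0% = DMSO wells given NPY plus isoproterenol and 100% = isoproterenol alone without NPY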
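Material: HEK293 cells with Y1 receptor plus CNG channel; times: compound incubation 1 h at room temperature, readout 45 min post-stimulation; signal: fluorescence, membrane potential probe; read-out basis: fluorescence ratio normalized to % inhibition between controls; benchmarks: full-block control isoproterenol-only wells, zero-block control NPY plus isoproterenol wells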
CHOP inh: blocks CHOP induction under ER stress | CHO-K1 CHOP-promoter luciferase, tunicamycin-induced, 15-18 h | inhibition, % at 10 µM | 220,000 compounds, 3.8% hits;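 active = compounds that reduced the stress-induced luciferase reporter signal by more than about 70% of percent inhibition, limit read from the data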;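 note: 0% = tunicamycin plus vehicle and 100% = wells without tunicamycin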
BaF3 parental: counter-screen for JAK2V617F inhibitors: parental Ba/F3 viability inhibitors. 220,000 compounds, 1.1% hits. inhibition, % at 5.6 µM. CellTiter-Glo ATP luminescence;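 active = inhibition above a per-campaign cutoff, the mean inhibition of all tested compounds plus 3 SD, cut at about 27% in these data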;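 note: 0% = DMSO wells and 100% = JAK Inhibitor I control wells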
An asterisk follows results filed as active; . = not tested or not shown; & = joins results of further samples.

SMILES | Ba/F3 V617F tox | NCF1 inh | S1P4 antag | NPY-Y2 PAM-ag | S1P4 agonist | NPY-Y1 PAM-ag | NPY-Y1 antag | CHOP inh | BaF3 parental
CCc1ccccc1NC(=O)COc1ccc2c(c1)OCO2 | -1 | 19 | -14 | -8 | 1.9 | -7 | 5 | -14 | 1
CCCCOc1ccc(C(=O)N2CCCC2)cc1 | -5 | -7 | -4 | -1 | 3.4 | 8 | 0 | 6 | 2
CCOc1ccc(NS(=O)(=O)c2ccc3ncsc3c2)cc1 | 0 | -4 | -7 | -13 | -0.7 | 4 | -3 | -7 | 6
CCC(COC(=O)Nc1cccc(C)c1)NC(=O)OCC(C)C (stereo not given) | -2 | -5 | 9 | -4 | -0.3 | 2 | 3 | 31 | 8
Cn1cc(CCNC(=O)CCc2nnc(CCCCc3ccccc3)o2)cn1 | -2 | -3 | -3 | -4 | 1.8 | 13 | -1 | 51 | 8
COc1ccc(C2=NOC(C(=O)Nc3ccc(C)cc3)C2)cc1OC (stereo not given) | -3 | -2 | -5 | 2 | 1.1 | 7 | 1 | 11 | 0
COCCn1c(SCc2nc3sc(C(=O)OC)c(C)c3c(=O)[nH]2)nc2ccccc21 | -1 | -67 | -38 | -8 | 1.3 | -16 | 0 | -4 | 4
Cc1ccc(C2(c3noc(CN(C)CC4COCCO4)n3)CCCC2)cc1 (stereo not given) | -6 | -9 | -13 | 2 | 1.1 | 10 | 0 | 11 | -3
CCOc1ccc(NC(=O)CN2CCC(n3cnc4cc(F)ccc43)CC2)cc1 | 4 | 1 | -26 | -1 | -0.4 | -15 | 2 | 26 | 6
Cc1cc(NC(=O)CCC(=O)N(Cc2ccco2)C(C(=O)NC2CCCCC2)c2ccccc2)no1 (stereo not given) | 1 | 9 | -11 | 0 | -1.3 | -2 | 7 | 4 | 5
O=C(CN1CCCCCC1)Nc1ccc(F)c(F)c1F | -6 | 2 | -9 | 14 | -3.0 | 0 | 5 | 39 | 0
Cc1nnc2sc(-c3cccc(NC(=O)c4ccc(-c5cccc(Cl)c5)o4)c3)nn12 | -2 | . | -44 | 13 | -1.8 | 14 | -2 | . | 4
COc1ccc2c(c1)[nH]c1c(=O)n(CCc3cnc[nH]3)cnc12 | -3 | -12 | 6 | 6 | -0.7 | -23 | 7 | -8 | 2
O=[N+]([O-])c1nn(-c2ccc(Cl)cc2)n(O)c1=NCc1cccnc1 | 0 | -5 | -13 | -2 | -0.7 | -14 | -7 | 13 | 0
COCCN1Cc2cccc(C(=O)Nc3cccc(C)c3C)c2C1=O | 1 | -14 | -11 | -9 | -0.4 | -18 | 5 | 29 | 0
CC(C)COCC(CN(Cc1ccccc1)c1ccccc1)N1CCCC1 (stereo not given) | -5 | -9 | 19 | -22 | -0.8 | -11 | 31* | -20&15 | 2
COc1cc(OC)cc(C(=O)N2CCN(C3CCN(Cc4ccccc4)CC3)CC2)c1 | 0 | 4 | 0 | -23 | -3.4 | 3 | 1 | 15 | 7
CC(C)(C)OC(=O)N/N=C/c1ccc(N2CCOCC2)s1 | -4 | -27 | 6 | -3 | -1.8 | -8 | -1 | -6 | 0
Cc1c([N+](=O)[O-])cc(C(=O)Nc2ccc(Cc3ccncc3)cc2)cc1[N+](=O)[O-] | -7 | -8 | -6 | 5 | 0.1 | -15 | 1 | 77* | 5
Cc1ccc2cc(CN(CCCN3CCOCC3)C(c3nnnn3Cc3ccco3)C(C)C)c(=O)[nH]c2c1C (stereo not given) | -4 | . | 12 | 0 | -0.3 | 7 | 10 | . | -1
CC(C)CCNC(=O)C(C)N(C(=O)Cn1nnc(-c2ccc(F)cc2)n1)C1CCCC1 (stereo not given) | 5 | -5 | 2 | -6 | -1.1 | -18 | 0 | 28 | 8
Cc1nc(C(F)(F)F)nc(Nc2ccc(Br)cc2)c1C#N | 1 | -3 | -5 | -4 | -0.3 | -8 | 7 | 82* | 2
CN(C)C(=S)c1ccccc1 | -4 | 0 | 12 | 6 | 0.5 | -15 | . | -2 | -2
CC(=O)NC(=S)Nc1cccc(S(=O)(=O)NC2=NCCC2)c1 | -4 | -1 | -13 | 1 | 0.5 | -2 | 5 | 8 | 6
CC(=O)c1cccc(NC(=O)c2nccnc2C(=O)O)c1 | -2 | -9 | 6 | 1 | 2.2 | -4 | -6 | 6 | 0
O=c1[nH]c2ccccc2n1CCCSc1cnc2ccccc2n1 | 5 | -16 | 4 | -22 | 1.2 | -30 | -3 | 78* | 5
COC(=O)c1ccc(COc2cc(O)c3c(c2)OC(C)(C)CC3=O)cc1 | -2 | -7 | -11 | -9 | -2.5 | -62 | 12 | 49 | 2
CCn1c(-c2ccccc2SC)n[nH]c1=S | 1 | -20 | -7 | 1 | -0.8 | 11 | 11 | 1 | 3
CC(=O)c1ccc2c(c1)C1C=CCC1C(c1ccncc1)N2 (stereo not given) | -1 | 1 | 1 | -4 | 1.4 | 20 | -1 | -15 | 6
O=C(Oc1ccc(/C=N/n2cnnc2)cc1)c1cccc([N+](=O)[O-])c1 | 0 | -3 | 4 | 18 | 1.2 | 1 | 4 | -16 | 6
CCOC(=O)/C(=N\Nc1ccccc1[N+](=O)[O-])c1csc(Nc2ccccc2)n1 | 5 | -3 | 0 | -8 | 0.4 | 4 | 0 | -6 | 12
COc1ccc(Cc2nnc(SCc3ccc([N+](=O)[O-])cc3)o2)cc1 | 2 | -2 | -22 | -21 | 0.4 | -20 | 18 | 14 | 1
COc1ccc(/C=N/NC(=O)c2nn(-c3ccc(Cl)cc3)c(=O)c3c(N)scc23)cc1 | 1 | -18 | 12 | -44 | -0.5 | -41 | 1 | 10 | 3
Cc1c(NC(=O)CN2C(=O)NC(C)(c3ccccc3Cl)C2=O)c(=O)n(-c2ccccc2)n1C (stereo not given) | 0 | -12 | -12 | -9 | -0.1 | -6 | 2 | 1 | 2
CCOC(=O)c1ccc(NC(=S)N2CCSC2c2ccc(Cl)cc2)cc1 (stereo not given) | 4 | -5 | -1 | 6 | 0.3 | -8 | -1 | 45 | 5
C=C(C(=O)O)C(CCCCCC)C(=O)O (stereo not given) | 1 | 4 | -9 | -10 | 0.4 | -15 | -4 | 0 | -2
COc1ccc(N2CC(C(=O)Nc3cc(C)ccn3)CC2=O)cc1 (stereo not given) | -3 | -3 | -14 | -2 | 1.0 | 1 | . | 17 | -1
Cc1nnc(SCc2ccc(F)cc2Cl)s1 | 1 | -12 | -8 | -6 | 0.8 | 4 | 2 | 2 | 4
CC(C)(C)NC(=O)CN(C(=O)c1csnn1)c1cccc2c1CCCC2 | 0 | 0 | -13 | 25 | -0.8 | 12 | 1 | 5 | 3
CC(C)CCNC(=O)/C=C/c1ccc(Br)cc1 | 1 | -4 | -7 | -12 | -0.6 | -25 | 20* | 41 | 4

Molecules listed so far that have a furan ring, fused or not:
SMILES | Ba/F3 V617F tox | NCF1 inh | S1P4 antag | NPY-Y2 PAM-ag | S1P4 agonist | NPY-Y1 PAM-ag | NPY-Y1 antag | CHOP inh | BaF3 parental
Cc1cc(NC(=O)CCC(=O)N(Cc2ccco2)C(C(=O)NC2CCCCC2)c2ccccc2)no1 (stereo not given) | 1 | 9 | -11 | 0 | -1.3 | -2 | 7 | 4 | 5
Cc1nnc2sc(-c3cccc(NC(=O)c4ccc(-c5cccc(Cl)c5)o4)c3)nn12 | -2 | . | -44 | 13 | -1.8 | 14 | -2 | . | 4
Cc1ccc2cc(CN(CCCN3CCOCC3)C(c3nnnn3Cc3ccco3)C(C)C)c(=O)[nH]c2c1C (stereo not given) | -4 | . | 12 | 0 | -0.3 | 7 | 10 | . | -1

(cont.)
SMILES | Ba/F3 V617F tox | NCF1 inh | S1P4 antag | NPY-Y2 PAM-ag | S1P4 agonist | NPY-Y1 PAM-ag | NPY-Y1 antag | CHOP inh | BaF3 parental
Cc1c(-c2ccc(F)cc2)nc(N)c(C#N)c1-c1cccnc1 | 0 | 4 | -1 | -3 | -0.5 | -14 | . | 9 | 3
COc1ccc(C2=Nc3cccc4cccc(c34)N2)cc1 | -4 | -20 | -20 | 9 | 0.5 | -6 | 0 | 0 | -3
CN(C)c1ccc(NC(=O)CN2CCC(N3CCCCC3)CC2)cc1 | 1 | -1 | -14 | -5 | 0.1 | 2 | -6 | -3 | 6
Cc1ccc(Cn2nnc3c(=O)[nH]c(C4CCN(C(=O)Cc5cccs5)CC4)nc32)cc1 | -2 | 2 | -16 | 4 | 0.2 | -3 | -1 | 4 | 1
COc1ccc(NC(=O)C(C)SCc2ccccc2)cc1 (stereo not given) | 2 | -10 | 23 | -14 | 1.2 | 6 | -13 | 0 | 12
CCNc1oc(COc2cccc(C)c2)nc1C#N | -1 | -4 | -9 | -30 | -0.6 | -18 | 6 | 26 | 3
CC1CC(=O)Nc2ccccc2N1S(=O)(=O)c1cccs1 (stereo not given) | 3 | -2 | 4 | -5 | 0.6 | 12 | . | 5 | -2
CCOCCc1nnc(NC(=O)c2ccc(OC)c(OC)c2)s1 | 1 | -14 | -16 | -6 | 1.2 | 5 | 1 | -27 | 9
NS(=O)(=O)c1ccc(NC(=O)COC(=O)Cc2ccc(Cl)cc2)cc1 | -4 | -10 | 5 | 6 | -0.6 | 4 | . | -2 | 4
C#CC(C)(CC)NC(=O)Cn1nnc(-c2ccc(S(C)(=O)=O)cc2)n1 (stereo not given) | 2 | -12 | 5 | -9 | 0.8 | -11 | 2 | 36 | 2
Cc1ccc(CNc2nc(N)c([N+](=O)[O-])c(NCc3ccccc3)n2)cc1 | 4 | -4 | -2 | 1 | -2.2 | -22 | 5 | 6 | 8
COc1ccc(CN2CCN(CCc3ccccc3)C(CCO)C2)c(O)c1 (stereo not given) | 3 | 4 | -9 | -21 | 0.6 | -13 | 5 | 6 | 3
CCn1nc(C)c(CNCc2cn[nH]c2-c2cc3ccccc3o2)c1C | 3 | -10 | 7 | -13 | 0.0 | 2 | . | -3 | -3
Cc1ccc(OCC(=O)N/N=C\c2ccncc2)c(C)c1 | 3 | -6 | -23 | 5 | 0.3 | -20 | -1 | 8 | 5
COc1ccc(-c2[nH]ncc2CN2CCC(C(=O)N3CCOCC3)CC2)c(F)c1 | -1 | -13 | -11 | 15 | -0.9 | 17 | 0 | -11 | 4
O=C(c1ccc2c(=O)n3c(nc2c1)CCCCC3)N1CCN(Cc2ccccc2)CC1 | 2 | -57 | -14 | -5 | 3.7 | -10 | -6 | 8 | 8

One compound at a time (already shown):
Profile of COc1ccc2c(c1)[nH]c1c(=O)n(CCc3cnc[nH]3)cnc12 = Ba/F3 V617F tox = -3; NCF1 inh = -12; S1P4 antag = 6; NPY-Y2 PAM-ag = 6; S1P4 agonist = -0.7; NPY-Y1 PAM-ag = -23; NPY-Y1 antag = 7; CHOP inh = -8; BaF3 parental = 2
Profile of CN(C)c1ccc(NC(=O)CN2CCC(N3CCCCC3)CC2)cc1 = Ba/F3 V617F tox = 1; NCF1 inh = -1; S1P4 antag = -14; NPY-Y2 PAM-ag = -5; S1P4 agonist = 0.1; NPY-Y1 PAM-ag = 2; NPY-Y1 antag = -6; CHOP inh = -3; BaF3 parental = 6

CHOP inh: entries above that show a hit
SMILES	NCF1 inh	S1P4 antag	NPY-Y2 PAM-ag	S1P4 agonist	NPY-Y1 PAM-ag	CHOP inh
Cc1c([N+](=O)[O-])cc(C(=O)Nc2ccc(Cc3ccncc3)cc2)cc1[N+](=O)[O-]	-8	-6	5	0.1	-15	77*
Cc1nc(C(F)(F)F)nc(Nc2ccc(Br)cc2)c1C#N	-3	-5	-4	-0.3	-8	82*
O=c1[nH]c2ccccc2n1CCCSc1cnc2ccccc2n1	-16	4	-22	1.2	-30	78*

Rows are unselected (roughly 7.1% active in at least one column).
